mcGAS inh – blocks mouse cGAS activity; Q8C6L5; recombinant cGAS, Kinase-Glo ATP depletion luminescence; inhibition, % at 12.5 µM; 0.15% of 160,000 active; AID 1259399;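 also: 0% = negative control wells and 100% = reference inhibitor with no enzyme activity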
NPYLR7 ag – mosquito NPYLR7 agonism | AID 1259423 | 0.15% of 270,000 active | activation, % at 10 µM | HEK293T NPYLR7/Galpha15, GCaMP6s calcium fluorescence; in the data active = activation above about 40%;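 also: 0% = vehicle and 100% = reference agonist at the receptor; some compounds past the cut are filed as inactive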
hcGAS inh – inhibitors of human cGAS; recombinant h-cGAS, ATP depletion, Kinase-Glo luminescence; inhibition, % at 12.5 µM; 0.081% of 290,000 active; AID 1259398;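 also: 0% = vehicle reaction and 100% = reaction without DNA for no activity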
Target sequence (Q8N884 whole entry, looked up): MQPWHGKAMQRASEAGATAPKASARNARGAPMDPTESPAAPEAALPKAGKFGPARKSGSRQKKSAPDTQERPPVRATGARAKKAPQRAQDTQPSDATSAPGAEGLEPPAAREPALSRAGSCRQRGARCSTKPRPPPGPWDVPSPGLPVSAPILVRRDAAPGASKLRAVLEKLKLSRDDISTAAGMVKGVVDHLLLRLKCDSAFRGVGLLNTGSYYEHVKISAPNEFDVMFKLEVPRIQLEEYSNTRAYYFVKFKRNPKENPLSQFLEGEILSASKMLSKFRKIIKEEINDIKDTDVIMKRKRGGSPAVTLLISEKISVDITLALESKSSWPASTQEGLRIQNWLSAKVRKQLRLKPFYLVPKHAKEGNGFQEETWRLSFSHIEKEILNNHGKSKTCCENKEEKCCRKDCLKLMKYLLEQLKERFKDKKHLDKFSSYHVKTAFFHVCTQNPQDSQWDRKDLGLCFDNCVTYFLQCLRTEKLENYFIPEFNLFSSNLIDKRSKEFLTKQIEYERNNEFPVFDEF
Starred values were filed as active, the others as inactive; / = no result given; & = joins results of further samples. Rule as the data show it, unless noted: active = inhibition above about 40%; inactive = the rest.

cpd	Molecule	mcGAS inh	NPYLR7 ag	hcGAS inh
1	CCC(C(=O)NCc1cccnc1)n1c(=O)n(-c2cccc(C(F)(F)F)c2)c(=O)c2ccccc21 (stereo not given)	-7	3	-4
2	CC(C)c1ccc(CC(=O)N2CCC2(C)C(=O)NS(=O)(=O)c2ccc3c(c2)CCO3)cc1 (stereo not given)	-4	-3	-10
3	O=C(Cc1n[nH]c(=O)c2ccccc12)NCCCCOc1ccc(F)cc1	/	-6	-4
4	COc1cccc(C(CN2CCN(S(=O)(=O)c3cc(C)ccc3OC)CC2)OCc2cccc(Cl)c2)c1 (stereo not given)	-6	31	-1
5	CCCCc1nnc2n1NC(c1ccc(Cl)cc1)S2 (stereo not given)	/	8	-7
6	CC(=O)c1ccc(S(=O)(=O)N2CCN(c3ncccc3C(=O)NCC3CCCO3)CC2)cc1 (stereo not given)	-7	35	-4
7	COCCN1CCCC2(CCN(Cc3cccc4nonc34)C2)C1 (stereo not given)	/	4	-4
8	C=CCn1c(C)c(C)n2c3c(=O)n(Cc4cc(C)ccc4C)c(=O)n(C)c3nc12	-6	6	-3
9	CC(C)c1ccccc1OCc1nc(CN(CCN2CCCCC2)C(=O)C2CCCC2)cs1	2	-15	4
10	COc1ccc(C2=NC(CC(=O)N3CCc4cc(OC)c(OC)cc4C3c3ccccc3)C(C)O2)cc1 (stereo not given)	-7	24	-6
11	COc1cc(-c2nc3ccccn3c2NC2CCCCC2)ccc1OC(=O)C12CC3CC(CC(C3)C1)C2	-6	18	-4
12	CNCCCC12CCC(c3ccccc31)c1ccccc12	-7	-4&-5&-5&-6&4	-6&-5&-2&-3&-8
13	Nc1ccc(-n2cnc3ccccc32)cc1	-1	5	-6
14	Cc1ccc(-c2nc(CN3N=NC4C(=O)N(c5ccc(C(C)C)cc5)C(=O)C43)c(C)o2)cc1 (stereo not given)	-6	1	-3
15	CC(C)CNCCSCc1ccco1	-2	-4	-3
16	O=C(NCCN1CCOCC1)[C@@]1(OCc2ccccc2F)CC(OCc2ccc(C(F)(F)F)cc2)[C@H](O)[C@H](O)C1 (stereo not given in full)	-9	7	-4
17	Cc1ccc(-n2nc(-c3ccccc3Cl)cc2C(=O)O)cc1	/	13	-5
18	CCOC(=O)C(=O)N(C)c1c(CC)nc2c(OCc3cc(Cl)cc(Cl)c3)cccn12	-3	5	-5
19	COc1ccc2[nH]c(CNC(=O)CCc3scnc3C)cc2c1	-16	4	-6
20	CC(=O)NC12CC3CC(C1)CC(C(=O)OC(C)C(=O)Nc1ccccc1C#N)(C3)C2 (stereo not given)	-16	-7	-6
21	CC(C)CC(C)NC(=O)CCC(=O)N1CCN(c2ccccn2)CC1 (stereo not given)	-4	-5	-5
22	CC(C)(CO)NS(=O)(=O)c1ccc2c(c1)C(=O)c1cc(S(=O)(=O)NC(C)(C)CO)ccc1-2	/	-4	3
23	Cc1nc(N2CCCCC2)sc1C(=S)NC(=O)c1ccc(C#N)cc1	-13	15	-7
24	Cc1nnc(NCC(O)c2ccccc2F)c(C#N)c1C (stereo not given)	/	0	-17
25	Cc1cc2cc(CNC(=O)C(C)C)ccc2n1C	0	1	0
26	O=C(Nc1ccc(F)cc1)c1cccc(CSc2nc(Cl)cc(N3CCCCC3)n2)c1	-4	9	0
27	COc1ccc(C(=O)N2CCCC(C(=O)Nc3ccc(-c4cccc(F)c4)cc3)C2)o1 (stereo not given)	-7	5&8	3&-3
28	OCCCN(CCO)c1nc(C2CC2)ns1	-17	5	-8
29	CCCCS(=O)(=O)N1CCC2(CC1)NC(=O)c1cc(C)ccc1N2	-6	2	-8
30	O=C(NNC(=O)c1cc(=O)c2ccccc2o1)c1ccc(=O)n(Cc2ccccc2)c1	-1	-11	-2
31	CCNc1ncc(CN2CCCN(C(=O)c3ccco3)CC2)cn1	/	0	-4
32	Cc1cccc(COC(CN2CCN(C(=O)NCCc3ccccc3)CC2)c2ccc(Cl)cc2)c1 (stereo not given)	1	-8	-2
33	Cc1ccc(NC(=O)C(C)n2cccc2)cc1C (stereo not given)	/	0	0
34	Cc1nc(C)c(C(=O)Nc2ccc(SCc3ccc(F)cc3)nn2)s1	-10	-4	-6
35	CCN(C)C(=O)C1=COC2=NC(=O)N(Cc3ccccc3C(F)(F)F)CCN12	/	-2	-10
36	COc1ccc([N+](=O)[O-])cc1N1C(=O)C2C3C=CC(C3)C2C1=O (stereo not given)	/	-2	-3
37	O=C(Nc1cnc2ccccc2c1)c1cc(S(=O)(=O)N2CCOCC2)ccc1Cl	-8	8	-1
38	Cc1ccc(C(CC(=O)O)c2c[nH]c3ccccc23)c(C)c1 (stereo not given)	/	-6	7
39	Cc1ccc(NCN2C(=O)c3ccc([N+](=O)[O-])cc3C2=O)c([N+](=O)[O-])c1	0	0	0
40	CC(C)c1nc(CS(=O)(=O)c2nc3cc(Cl)ccc3s2)no1	/	1	-10
41	COc1ccc(C(=O)Nc2ccc([N+](=O)[O-])cc2C)cc1[N+](=O)[O-]	-6	13	-3
42	Cc1onc(-c2ccccc2Cl)c1C(=O)Nc1sc(C)c(C)c1C(=O)OC(C)C	-4	-6	-4
43	Cc1nc(N2CCN(c3ncccn3)CC2)c2c3c(sc2n1)CCCC3	/	-3	-10
44	Cc1nc2c(=S)[nH]nc(-c3ccccc3)c2s1	/	-8	-3
45	Cc1cc(CNC(=O)Nc2c(C)cccc2C(C)C)ccc1F	/	1	0
46	O=c1[nH]cnc2c1nnn2-c1ccc(Br)cc1	/	-6	-12
47	CC1CCC2(CC1)Nc1ccccc1CO2 (stereo not given)	/	-2	-7
48	COc1ccc2cc(C(C)C(=O)N3CCC4(CC3)NC(=O)NC4=O)ccc2c1 (stereo not given)	/	-1	-8
49	c1ccc(OCc2noc(CN3CCc4ccccc4C3)n2)cc1	-4	1	0
50	Cc1cccn2c(=O)c(C=C3SC(=S)N(CC(C)C)C3=O)c(N3CCC(C)CC3)nc12	-6	2	-5
51	Cc1nc2cc(=O)[nH]n2c(C)c1CNC(=O)CCc1cccc(F)c1	-12	-1	-5
52	CCOc1ccc(-c2ccnc(N(CC)CC)n2)cc1C(=O)O	/	6	-4
53	CCCn1c(C)c(C)n2c3c(=O)n(CCOC)c(=O)n(C)c3nc12	/	-1	-7
54	CCOC(=O)c1ccc2c(c1)nc(SCc1cccc(I)c1)n2CCCOC(C)C	-6	28	-3
55	O=C(NCc1cccs1)c1cccs1	/	9	-6
56	Cc1ccc(-c2ccnc(NCCc3nc(C(C)C)no3)n2)c(C)n1	-13	1	-4
57	CCn1c(=O)c2c(n3c(SCC(N)=O)nnc13)-c1ccccc1CC21CCCCC1	-7	3	-7
58	CC(C)(C(=O)N1CCN(S(=O)(=O)c2cccc(C#N)c2)CC1)c1ccccc1	-7	3	3
59	Cc1cc(O)ccc1C(=O)O	/	2	0
60	O=C(NCc1cccnc1N1CCN(c2ccccn2)CC1)C1CCCC1	/	3	-4

Going on with the list:
cpd	Molecule	mcGAS inh	NPYLR7 ag	hcGAS inh
61	O=C(C[n+]1cc(-c2ccccc2)n2c1CCC2)c1ccc(Br)cc1	3	1	0
62	CCCCN=C1SCC(c2cc(C)n(Cc3ccco3)c2C)=NN1C	/	11	-8
63	CCN(CC)c1ccc(CN(C(=O)c2ccccc2Cl)C2CC2)c(OS(C)(=O)=O)c1	-9	38	-2
64	O=C(CN1CCCC1c1ccccn1)N1CCOc2ccccc21 (stereo not given)	-16	-1	-2
65	CC(=O)NCc1ccc(C(=O)Nc2ccc(C)c(F)c2)cc1	/	-25	-3
66	COc1ccc(NS(=O)(=O)c2ccc(Cl)s2)c(OC)c1	/	1	-8
67	COc1ccc(CCN2CCCC(CN(C)C(=O)c3cnc(C)cn3)C2)cc1 (stereo not given)	-4	1	-5
68	COc1cc(C(=O)O)cc(CN2C(=O)c3ccccc3C2=O)c1OC	/	2	-5
69	O=C(NC(c1ccccc1)c1ccccc1)c1cc(C2CC2)n(C2CCS(=O)(=O)C2)n1 (stereo not given)	0	9	1
70	O=C(NCc1cccc(F)c1)C(C1CCCC1)N1CCN(C(=O)COCc2ccccc2)CC1 (stereo not given)	/	-4	-4
71	c1ccc2c(c1)NCCCS2	/	2	-3
72	O=C(c1cccc(CSc2nc(Cl)cc(N3CCCC3)n2)c1)N1CCN(c2ccccc2F)CC1	-4	14	-3
73	Cc1ccc(-n2nnc3c(=O)n(Cc4ccc(C(F)(F)F)cc4)cnc32)cc1	/	7	2
74	CCC(C)N(Cc1cc(Cl)ccc1OCc1nc(CO)cs1)C(=O)c1ccccc1F (stereo not given)	0	-5	-2
75	Cc1nnc(SCc2ccc(C(=O)NCc3ccc(F)cc3)cc2)n1-c1ccc(F)cc1	-4	16	1
76	CC(Sc1nc2ccccc2c(=O)n1-c1ccc(Cl)cc1)C(N)=O (stereo not given)	/	-6	-5
77	CCCn1ncc(CN2CCCC(CO)(Cc3ccccc3)C2)c1C (stereo not given)	-10	7&12	-2&-6
78	CCCCOc1ccc(-c2nc(C=Nc3ccc(OC)c(Cl)c3)c(O)o2)cc1	-5	7	-3
79	O=c1oc(Cl)c(Cl)c2ccccc12	-1	1	1
80	Cc1ccc(-c2nnc(CNCC3CCCN(S(C)(=O)=O)C3)o2)n1C (stereo not given)	/	17&15	-2&-1

A different layout for 17 compounds above:
Screens in order: mcGAS inh	NPYLR7 ag	hcGAS inh
[64] O=C(CN1CCCC1c1ccccn1)N1CCOc2ccccc21 (stereo not given)
  -16	-1	-2
[65] CC(=O)NCc1ccc(C(=O)Nc2ccc(C)c(F)c2)cc1
  /	-25	-3
[66] COc1ccc(NS(=O)(=O)c2ccc(Cl)s2)c(OC)c1
  /	1	-8
[67] COc1ccc(CCN2CCCC(CN(C)C(=O)c3cnc(C)cn3)C2)cc1 (stereo not given)
  -4	1	-5
[68] COc1cc(C(=O)O)cc(CN2C(=O)c3ccccc3C2=O)c1OC
  /	2	-5
[69] O=C(NC(c1ccccc1)c1ccccc1)c1cc(C2CC2)n(C2CCS(=O)(=O)C2)n1 (stereo not given)
  0	9	1
[70] O=C(NCc1cccc(F)c1)C(C1CCCC1)N1CCN(C(=O)COCc2ccccc2)CC1 (stereo not given)
  /	-4	-4
[71] c1ccc2c(c1)NCCCS2
  /	2	-3
[72] O=C(c1cccc(CSc2nc(Cl)cc(N3CCCC3)n2)c1)N1CCN(c2ccccc2F)CC1
  -4	14	-3
[73] Cc1ccc(-n2nnc3c(=O)n(Cc4ccc(C(F)(F)F)cc4)cnc32)cc1
  /	7	2
[74] CCC(C)N(Cc1cc(Cl)ccc1OCc1nc(CO)cs1)C(=O)c1ccccc1F (stereo not given)
  0	-5	-2
[75] Cc1nnc(SCc2ccc(C(=O)NCc3ccc(F)cc3)cc2)n1-c1ccc(F)cc1
  -4	16	1
[76] CC(Sc1nc2ccccc2c(=O)n1-c1ccc(Cl)cc1)C(N)=O (stereo not given)
  /	-6	-5
[77] CCCn1ncc(CN2CCCC(CO)(Cc3ccccc3)C2)c1C (stereo not given)
  -10	7&12	-2&-6
[78] CCCCOc1ccc(-c2nc(C=Nc3ccc(OC)c(Cl)c3)c(O)o2)cc1
  -5	7	-3
[79] O=c1oc(Cl)c(Cl)c2ccccc12
  -1	1	1
[80] Cc1ccc(-c2nnc(CNCC3CCCN(S(C)(=O)=O)C3)o2)n1C (stereo not given)
  /	17&15	-2&-1

(continued)
cpd	Molecule	mcGAS inh	NPYLR7 ag	hcGAS inh
81	COC(=O)c1ccc(C(=O)N2CCCC(Nc3ccc(C(C)C)cc3)C2)nc1 (stereo not given)	/	3	5
82	O=C(Cc1cn2ccsc2n1)NC(c1ccc2c(c1)OCCO2)C1CC1 (stereo not given)	/	-4	4
83	Cc1cn(C)c(CC(=O)N[C@@H]2C[C@@H]3C[C@H]([C@H]2C)C3(C)C)c1C(=O)N[C@@H]1C[C@@H]2C[C@H]([C@H]1C)C2(C)C	-3	13	-1
84	Cc1noc(C)c1S(=O)(=O)N1CCCC(CCc2ccc(F)c(F)c2)C1 (stereo not given)	/	0	-8
85	Cc1cccc(-n2c(SCc3nc(C(=O)NCCN4CCCCC4)cs3)nnc2-c2cccs2)c1	-3	8	1
86	Nc1ccc2oc(-c3ccc(-c4nc5ccc(N)cc5[nH]4)cc3)nc2c1	4	-5	1
87	Cc1ccc(/C=N\NC(=O)c2ccccc2Oc2ccccc2)o1	/	0	-3
88	CC(NC(=O)c1cncn1-c1ccc(-c2ccc(F)c(F)c2)cc1)c1ccc(Br)cc1 (stereo not given)	-7	23	-3
89	Clc1ccc(C2CN(c3nc4ccccc4o3)CCO2)cc1 (stereo not given)	/	12	-8
90	COCc1c(C(=O)N2CC[C@@H](c3ccc4c(c3)OCO4)[C@H](O)C2)noc1C	/	-1	-3
91	O=[N+]([O-])c1cc2c(cc1C=Nc1ccc(Cl)cc1C(F)(F)F)OCO2	/	5	-13
92	COc1cccc(C)c1NC(=O)c1cccc(CN2CCC[C@@H]2C(N)=O)c1	-16	4	-3
93	COc1cc(NC(=O)NCc2nnc(SCc3ccccc3C)n2-c2ccc(Cl)cc2Cl)cc(OC)c1	-4	/	-5
94	CCCc1cncnc1N1CCN(C2CCN(Cc3ccco3)CC2)CC1	0	4	3
95	CCOC(=O)N1CCN(C(=O)C2CCN(c3nn4c(=O)cc(C)nc4s3)CC2)CC1	-3	6	-10
96	COCCCN(Cc1c(-c2ccc(F)cc2)noc1N1CCN(C)CC1)C(=O)c1ccccc1OC	-5	0	-1
97	CNc1ncccc1C(=O)N(CC#Cc1ccccc1)C1CCCC1	/	-5	-9
98	Cc1ccccc1C(=O)Nc1ccnn1C1CCN(C(=O)NC(C)(C)C)CC1	/	8	-5
99	O=C(CSc1nnnn1C1CC1)NN1C(=O)NC2(CCCCC2)C1=O	/	9	-7
100	CCCSc1ncccc1C(=O)Nc1cc(-c2onc3c2CCCC3)ccc1Cl	-6	4	-5

High-throughput results (PubChem)
